Compound activity from PubChem.
hiPSC survival: hiPSC single-cell survival enhancement. ATPlite luminescence; 100% = ROCK inhibitor wells, 0% = DMSO. survival enhancement, % at 20 µM. actives 0.044% (n = 360,000); in the data active means survival enhancement above about 18%;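 further: cells exposed to compounds for 16 hours before the ATP read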
TRPM1 prom inh: MITF TRPM1 promoter inhibition in SK-MEL-5 cells | SK-MEL-5 TRPM1 promoter luciferase, 24 h | inhibition, % at 12.5 µM | actives 0.83% (n = 330,000);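 active means mean inhibition across replicates of 60% or more, whatever share of single replicates reaches that level; inconclusive means some that reach 60%, reason not given; inactive means mean inhibition across replicates below 60%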; further: values of inactives mirror those of a sister screen read the other way
Peg3 prom inh: inhibitors of Peg3 promoter; HeLa PEG-Prom luciferase reporter, luminescence, overnight; inhibition, % at 20 µM; actives 1.7% (n = 360,000); AID 588405;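 active means inhibition of at least 50% at 20 µM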
aDG glyco up: alpha-DG glycosylation activation; Pro5-aDG cells, alpha-DG glycosylation AlphaScreen (IIH6); 0% Pro5, 100% B10-LARGE cell signal; actives 0.22% (n = 360,000); AID 624168; activation, % at 10 µM;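 active means activation of at least 8% versus controls, or a plate z-score of at least 8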;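 further: Pro5 are CHO cells carrying HIG-tagged alpha-DG that lacks glycosylation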
NR2E3 ag-1: agonists of human nuclear receptor NR2E3; Q9Y5X4; GST-NR2E3/biotin-RetCOR TR-FRET, 1536-well; inhibition of corepressor binding, % at 4.78 µM; actives 0.12% (n = 320,000); AID 2300;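 active means percent inhibition above the cutoff of mean plus 3 SD of all tested compounds, set per screening campaign, cut at about 20% in these data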;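 further: 0% = DMSO wells and 100% = biotin wells as full block of FRET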
Target sequence (Q9Y5X4 whole entry, looked up): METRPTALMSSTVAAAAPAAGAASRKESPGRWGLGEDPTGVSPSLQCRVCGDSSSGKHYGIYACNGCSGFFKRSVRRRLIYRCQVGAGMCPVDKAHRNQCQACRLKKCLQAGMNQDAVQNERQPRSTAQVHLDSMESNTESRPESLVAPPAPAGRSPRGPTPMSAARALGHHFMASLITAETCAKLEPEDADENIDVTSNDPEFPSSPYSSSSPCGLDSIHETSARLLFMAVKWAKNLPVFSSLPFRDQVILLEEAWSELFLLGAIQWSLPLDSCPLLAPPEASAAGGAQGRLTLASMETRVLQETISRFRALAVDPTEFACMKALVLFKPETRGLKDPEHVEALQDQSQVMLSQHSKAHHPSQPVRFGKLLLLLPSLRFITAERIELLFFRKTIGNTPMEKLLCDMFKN
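Format: 1536-well format; test system: GST-NR2E3 and biotin-RetCOR proteins; read-out basis: percent inhibition of TR-FRET ratio; timing: 5 h incubation at 4 °C; detection: time-resolved FRET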
NR2E3 ag-2: human photoreceptor-specific nuclear receptor agonism; Q9Y5X4; CHO-S Gal4-NCOR/VP16-NR2E3 two-hybrid, luciferase; inhibition of corepressor binding, % at 3.98 µM; actives 0.35% (n = 360,000); AID 602229;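 active means inhibition above the mean of all tested compounds plus 3 SD, cut at about 70% in these data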;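 further: 0% = DMSO with NR2E3 transfected cells and 100% = cells lacking NR2E3 construct; higher means lower luciferase signal from less NR2E3 corepressor binding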
Exocytosis inh: lytic granule exocytosis inhibition; inhibition, % at 10 µM; actives 0.66% (n = 360,000); TALL-104 LAMP-1 surface exposure, flow cytometry; cells stimulated with thapsigargin and PMA; AID 651702;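 active means inhibition above about 55%, limit read from the data; inconclusive means no clear call, values can overlap the other calls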
HIF-2a inh: inhibitors of HIF-2a. 786-0 RCC cells HIF-2a reporter, luciferase luminescence, overnight. inhibition, % at 18.8 µM. actives 0.72% (n = 360,000). AID 624352;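 active means inhibition of the luminescence signal of 40% or more relative to plate controls, in a single-dose primary screen at 18.75 µM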
PDI turbidity: PDI (human) enzyme inhibition. P07237. PDI insulin aggregation turbidity, A650, 90 min. inhibition, % at 10 µM. actives 0.052% (n = 350,000). AID 588391;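 active means mean inhibition across replicates of 30% or more, whatever share of single replicates reach that level; inconclusive means mean inhibition below 30% while every single replicate reaches 30%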;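 further: absorbance from insulin aggregation driven by PDI reduction with DTT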
Target sequence (P07237 whole entry, looked up): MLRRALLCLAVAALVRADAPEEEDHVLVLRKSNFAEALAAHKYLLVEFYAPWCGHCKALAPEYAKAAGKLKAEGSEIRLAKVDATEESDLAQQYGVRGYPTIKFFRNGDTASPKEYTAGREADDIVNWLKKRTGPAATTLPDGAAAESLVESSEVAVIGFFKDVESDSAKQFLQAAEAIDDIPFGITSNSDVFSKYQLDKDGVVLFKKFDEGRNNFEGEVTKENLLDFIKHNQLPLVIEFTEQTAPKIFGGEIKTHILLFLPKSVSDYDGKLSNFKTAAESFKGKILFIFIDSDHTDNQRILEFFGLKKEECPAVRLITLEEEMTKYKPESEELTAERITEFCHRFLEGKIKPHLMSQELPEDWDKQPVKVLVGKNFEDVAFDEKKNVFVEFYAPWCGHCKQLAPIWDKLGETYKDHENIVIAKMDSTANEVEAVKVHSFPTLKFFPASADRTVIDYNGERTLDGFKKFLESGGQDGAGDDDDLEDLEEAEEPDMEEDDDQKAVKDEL
CaV13 FRET inh: Disruptors of the CACNA1D IQ motif to Ca2+-dependent inactivation inhibitor domain association, primary screening, Förster resonance energy transfer in intact living …; HEK cells, CFP/YFP FRET ICDI-IQ, plate reader, 10 min; percent FRET-ratio fall versus neutral wells; inhibition, % at 12.3 µM; actives 0.098% (n = 340,000); AID 743397;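 active means mean replicate inhibition of at least 30% and at least 1% of replicates passing that level; inconclusive means only one of the two criteria is met; inactive means neither criterion is met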;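 further: 0% = median of the neutral control wells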
Vif imaging: HIV Vif inhibition; HEK293T cells, Vif self-association by quenched fluorescence, imaging, 24 h; inhibition, % at 7.49 µM; actives 0.35% (n = 340,000); in the data active means inhibition above about 50%, passing the limit was not always enough; inconclusive means no clear call, values can overlap the other calls; inactive means below about 31%; further: some results filed as inactive read as strong as hits
* = called active by the depositor; ? = inconclusive; nt = not tested or not shown.

SMILES	hiPSC survival	TRPM1 prom inh	Peg3 prom inh	aDG glyco up	NR2E3 ag-1	NR2E3 ag-2	Exocytosis inh	HIF-2a inh	PDI turbidity	CaV13 FRET inh	Vif imaging
Oc1ccc(-c2csc(-c3cccnc3)n2)cc1O	0.3	-26	-167	0.4	2	-61	1	-250	6	-4	-1
CCOC(=O)c1sc(N(Cc2ccccc2)C(=O)COC(=O)c2cnccn2)nc1C	-1.3	-10	-55	0.6	3	-34	-3	-87	-3	-2	-1
O=C1c2ccccc2NC(c2ccc(F)cc2)N1Cc1ccccc1 (stereo unspecified)	-0.8	-8	26	0.9	1	-11	44	-4	-5	-21	-2
O=C(O)C(Cc1c[nH]c2ccccc12)NS(=O)(=O)c1ccc(F)cc1 (stereo unspecified)	0.3	nt	6	-0.2	nt	-59	-6	14	5	-10	nt
CCC(C)NC(=S)N(CCc1ccccc1)Cc1cc2cc(OC)c(OC)cc2[nH]c1=O (stereo unspecified)	0.1	9	18	0.2	-2	-13	0	24	8	-3	10
COc1cc(-c2nc(-c3ccc(NC(=O)c4ccc(Br)o4)cc3)no2)cc(OC)c1OC	0.6	-11	11	-0.1	-43	-54	2	-162	1	-1	-7
CC(C)(C)C1CCc2[nH]nc(C(=O)O)c2C1 (stereo unspecified)	1.1	0	8	-0.1	1	-17	-4	9	5	nt	3
O=C(O)c1ccc(S(=O)(=O)N(Cc2ccc(F)cc2)C2CCCCC2)cc1	2.2	8	2	0.0	0	13	-2	1	-7	-4	-5
Cc1c(C(=O)OC2CCCC2C)[nH]c2c1C(=O)CCC2 (stereo unspecified)	0.6	-64	-177	0.2	0	-71	0	-203	nt	-2	-1
O=C(NNC(=O)c1cccc(C(F)(F)F)c1)c1ccc(-n2cnnn2)cc1	-0.7	-3	10	-0.1	nt	-36	0	5	17	-9	23
CSc1ncnc2c1ncn2CCCNCc1cccs1	-1.4	nt	18	-0.2	nt	8	-6	8	-1	-9	1
Cc1c(Br)c([N+](=O)[O-])nn1C(C)C(=O)NCc1cccnc1 (stereo unspecified)	-0.3	12	5	0.5	7	-30	0	10	0	-9	0
O=C(CN1C(=O)COc2ccc(S(=O)(=O)N3CCOCC3)cc21)NCc1ccccn1	-0.1	3	-10	0.1	-1	-6	-2	13	1	-16	-3
O=C1C(Cl)=C(NC2CCCCC2)C(=O)N1c1ccc(Cl)cc1	1.4	-58	-94	3.9	4	-35	-3	-166	-14	-8	1
Cc1occc1-c1nnc(SCC(=O)NC(=O)NC(C)C)n1N	-1.2	5	4	-0.2	1	9	-3	-4	1	-4	7

3 entries out of the list above, arranged by their value in TRPM1 prom inh, falling.
smiles | TRPM1 prom inh
Cc1occc1-c1nnc(SCC(=O)NC(=O)NC(C)C)n1N | 5
CCOC(=O)c1sc(N(Cc2ccccc2)C(=O)COC(=O)c2cnccn2)nc1C | -10
Cc1c(C(=O)OC2CCCC2C)[nH]c2c1C(=O)CCC2 (stereo unspecified) | -64

Following part:
SMILES	hiPSC survival	TRPM1 prom inh	Peg3 prom inh	aDG glyco up	NR2E3 ag-1	NR2E3 ag-2	Exocytosis inh	HIF-2a inh	PDI turbidity	CaV13 FRET inh	Vif imaging
O=C(N/N=C/c1ccccn1)c1cc(-c2ccc3ccccc3c2)n[nH]1	-1.6	11	-54	-0.1	-4	-150	4	-118	1	-13	-10
COc1ccc(NC(=O)CCC(=O)OCc2ccc([N+](=O)[O-])cc2)cc1	-2.1	-9	1	0.1	2	-20	-2	15	-1	-4	-3
COc1cc(OC)cc(C(=O)NC2CCSC2=O)c1 (stereo unspecified)	1.9	-1	-79	0.1	3	21	-1	10	4	nt	1
O=C(CC1CCCC1)Nc1cc(C(F)(F)F)ccc1-n1cncn1	-0.6	12	23	0.1	0	0	-14	17	-1	-5	-3
COCCNC(=O)CSc1nc2ccccc2c(=O)n1CCCC(=O)NCc1ccccc1	-2.0	4	-8	0.0	1	-5	-3	8	-1	-6	-2
CSc1nnc(C2CCCN2)n1C (stereo unspecified)	2.1	0	5	-0.2	-4	5	0	1	7	-4	nt
NC(=O)C1Cc2ccccc2CN1C(=O)c1cccc(Oc2ccccc2)c1 (stereo unspecified)	1.2	-2	4	0.0	2	7	6	10	4	-5	-9
O=C(CC1SC2=NCCN2C1=O)Nc1ccc(Br)cc1 (stereo unspecified)	-2.0	-6	10	0.1	4	-15	-2	10	-10	-5	53*
CCN1CCN(Cc2nc3c(c(=O)n(C)c(=O)n3C)n2CC(=O)c2ccccc2)CC1	4.8	nt	-9	0.0	3	-14	-4	-3	nt	-6	-21
CC(C)(O[C@@H]1O[C@H](CO)[C@@H](O)[C@H](O)[C@H]1O)[C@H]1Cc2cc3ccc(=O)oc3cc2O1	-1.0	-11	-13	-0.3	3	8	-5	15	14	19	10
Cc1c(C(=O)NCc2cccs2)sc(=O)n1Cc1ccc(S(=O)(=O)N(C)C)cc1	3.3	nt	13	-0.3	nt	8	3	-11	-9	21	-6
Cc1ccc(S(=O)(=O)n2cnc3cc([N+](=O)[O-])ccc32)c(C)c1C	2.1	-9	2	0.0	4	-10	0	4	10	nt	nt
COc1cc(S(=O)(=O)N(Cc2ccccc2)Cc2ccccn2)ccc1-n1cnnn1	-0.8	-4	2	-0.4	3	20	-3	-4	-1	-4	-2
Cc1cc(S(N)(=O)=O)c(N)c(S(N)(=O)=O)c1	-0.3	13	17	0.0	-1	-18	-1	-75	6	-4	3
CCC(=O)N1CCC1(C)C(=O)Nc1ccc2c(c1)OCO2 (stereo unspecified)	0.4	nt	-5	-0.3	nt	-3	1	0	17	-5	1
CCOC(=O)CSc1nc2nc(C)cc(C)n2n1	0.9	-5	-6	-0.1	-1	18	6	3	nt	-4	27
CN(C)S(=O)(=O)c1ccc(NC(=O)CN2CCCc3ccccc32)cc1	1.1	8	6	-0.3	0	-9	1	-30	2	-6	2
CCC1C2CN(C(C)=O)CC=C2C(C#N)=C(N)C1(C#N)C#N (stereo unspecified)	3.0	10	4	0.0	-4	-15	16	12	13	-7	5
Cn1c(=O)c2nc(SCCO)n(C)c2n(C)c1=O	0.6	5	1	-0.1	nt	2	-5	9	4	-9	?
COc1ccc(CC(=O)N2CCN(S(=O)(=O)c3cc(Cl)ccc3Cl)CC2)cc1	2.8	8	25	0.0	4	-10	-3	4	11	-5	nt
CS(=O)(=O)c1ccc(-c2csc(-c3cccnc3)n2)cc1	-0.3	-8	-70	-0.1	-2	2	-9	-73	10	-19	27
Cc1ccc(NC(=O)c2ccco2)c(NC(=O)CN2C(=O)c3ccccc3C2=O)c1	0.7	-2	-1	2.5	3	-15	0	7	5	-5	-2
N#CCCn1cc(/C=N/O)c(-c2cccc([N+](=O)[O-])c2)n1	-0.2	-15	12	0.0	7	-33	-2	22	-4	2	0
C[C@]12C=CC(=O)C=C1CC[C@@H]1[C@@H]2[C@@H](O)C[C@@]2(C)[C@H]1CC[C@]2(O)C(=O)COC(=O)CCC(=O)NCCc1ccc(O)cc1	-0.2	nt	-23	-0.1	nt	4	-11	13	-10	-18	-11
O=C(COC(=O)c1ncc(Cl)c(Cl)c1Cl)Nc1ccc(Cl)cn1	-0.1	27	0	0.4	3	-9	0	6	-3	-6	-3
O=C(CSc1nnc(NC(=O)c2ccc(F)cc2)s1)NC1CC1	-0.7	-26	-76	0.0	4	-3	14	-68	6	-4	-2
CCCC(C(=O)NCc1ccco1)N(C(=O)CNS(=O)(=O)c1ccccc1)C1CCCC1 (stereo unspecified)	2.5	7	15	0.4	-2	-15	3	11	8	-3	7
CN(C)C(=O)COc1ccc(S(=O)(=O)c2ccc(OCC(=O)N(C)C)cc2)cc1	-0.3	-15	2	0.0	2	-13	-8	12	-6	-4	5
CCCCCC(=O)Nc1ccccc1N1CCN(c2ccccc2)CC1	-3.1	1	16	-0.1	6	0	8	-11	-3	-5	-7
Cc1cccc(OC2CCN(Cc3c(C(=O)N4CCCC4)nc4ccccn34)CC2)c1	-0.5	3	9	0.3	2	23	-6	12	-1	6	-2
O=C(Nc1nc2c(F)cc(F)cc2s1)C1COc2ccccc2O1 (stereo unspecified)	0.5	-26	-134	0.1	0	-108	-1	-250	-1	-1	4
CS(=O)(=O)NCc1nnc(SCC(=O)NC2CCCCC2)n1-c1ccc(F)cc1	-3.6	5	-3	0.2	2	8	-1	-1	10	nt	7
CC(C)n1c(S(=O)(=O)O)nc2ccccc21	5.0	-3	13	-0.1	-1	10	2	2	4	nt	-17
O=C(Nc1cccc(-c2nn[nH]n2)c1)c1ccc(Br)s1	2.1	8	7	0.0	6	6	1	9	-17	nt	-1
Nc1nnc(SCC(=O)N2CCc3ccccc3C2)s1	-0.4	1	12	0.0	-2	20	0	-32	0	-5	12
CCN(CC)c1ccc(C2C(C(=O)OCCOC(C)C)=C(C)NC3=C2C(=O)CCC3)cc1 (stereo unspecified)	2.0	-4	21	-0.1	1	-15	-1	8	-1	-5	18
O=C1c2cccnc2C(=O)N1CO	1.1	-7	16	0.0	0	-4	-2	18	-11	nt	10
O=C1C(=O)N(CC2COc3ccccc3O2)c2ccccc21 (stereo unspecified)	-0.6	7	9	0.3	0	-14	25	11	7	-4	-6
CCc1nnc2n1N=C(c1ccc(Br)cc1)CS2	1.4	14	1	0.0	2	-20	-4	2	-1	-14	-17
O=C(Nc1ccn(CCCN2CCC(N3CCOCC3)CC2)c(=O)n1)OCc1ccccc1	-0.9	nt	0	-0.1	nt	-28	-1	-6	1	-4	-5
O=C(OCc1c(F)cccc1Cl)c1cccnc1Cl	0.1	-6	1	0.1	1	15	2	4	-6	-3	1
Cc1ccc(-c2nn(-c3ccccc3)c3[nH]c(=O)c(CNCc4ccccc4)cc23)cc1	-1.3	3	-1	-0.2	-1	2	6	-3	-6	-9	nt
COc1cc2nc(-c3cccs3)oc(=O)c2cc1OC	-2.2	-9	27	0.0	1	-15	0	-1	10	-9	7
c1ccc(CCNc2ncnc3c2cnn3-c2ccccc2)cc1	-0.2	-65	-277	-0.1	-3	-169	1	-365	10	-7	-11
CCCCNC(=O)CSc1nc(O)cc(=O)n1C1CCCC1	0.3	-1	3	-0.1	-3	-18	-2	19	10	-4	5
CCOC(=O)C1NN=C(C(=O)c2ccc(C)cc2)C1c1ccc(C)cc1 (stereo unspecified)	0.0	-19	-14	0.0	-4	-24	-3	-27	4	-2	-4
Oc1ccccc1/C=N/n1c(-c2ccccc2)n[nH]c1=S	0.7	-3	20	0.1	-2	-21	6	20	-7	-2	8
Cc1ccc(NS(=O)(=O)c2sc3ccc(Cl)cc3c2C)cc1	-0.7	nt	29	0.1	5	26	0	33	-3	-20	-5
O=C(O)c1ccc(NS(=O)(=O)c2ccc(Cl)cc2)cc1	-0.3	5	7	0.0	-1	-12	1	20	-5	-4	-7
O=C(O)c1ccc2c(c1)C(=O)N([C@H](Cc1cccc3ccccc13)C(=O)O)C2=O	1.2	nt	-4	0.2	nt	-31	4	-9	-8	-6	-14
